PglD DTNB = PglD (C. jejuni) enzyme inhibition. purified PglD enzyme, DTNB colorimetric CoA detection. 360,000 tested, 0.098% active. inhibition, % at 12.5 µM; in the data active means inhibition above about 16%, passing the limit was not always enough; further: strong numbers were not always called active
Cneo AK release = Cryptococcus neoformans lysis via adenylate kinase release; C. neoformans lysis, adenylate kinase release luminescence, 4 h; normalised: neutral wells 0, clomiphene wells 100; lysis activity, % at 15 µM; 360,000 tested, 0.2% active;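 active means mean lysis activity across replicates of at least 80%, whatever share of replicates individually reach that level; inactive means mean lysis activity below 80%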
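Material: C. neoformans cells | Amount: Yeast cell density of 5 × 10^6 cells/mL | Medium: Fresh YPD growth medium | Dosing: Single dose | Times: Static 4 h at 37 °C with compound, 1 h detection | Detection: AK luminescence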
ARNT TACC3 PPI = disrupts binding between human ARNT and TACC3; 390,000 tested, 0.66% active; AID 623870; inhibition, % at 9.99 µM; Q9Y6A5; AlphaScreen His-ARNT PAS-B/GST-TACC3 binding, luminescence; TACC3 fragment carries E629A point mutation;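 active means mean inhibition of replicates at least 50% and at least half of replicates each reaching 50%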;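 further: 0% = complete ARNT plus TACC3 wells and 100% = ARNT alone without TACC3; many hits fall short of the cut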
LGR2 antag = inhibitors of bursicon-induced Drosophila LGR2 receptor cAMP signaling; HEK293 LGR2, CRE-luciferase, bursicon-stimulated, 4 h; inhibition, % at 9.99 µM; 380,000 tested, 0.35% active; AID 720647;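 active means drop in luminescence signal, shown as inhibition above about 50% in the replicate tests, limit read from the data, passing the limit was not always enough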;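 further: agonist challenge used bursicon conditioned medium at about half maximal strength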
PAX8 reporter = lowers PAX8-driven luciferase in RMG-I cells; RMG-I TPO-luciferase reporter, SteadyGlo, 24 h; 360,000 tested, 1.2% active; inhibition, % at 12.6 µM;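 active means mean replicate inhibition at least 60% with every replicate also reaching 60%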;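 further: luciferase light reporting Pax8 driven TPO promoter activity; plate controls were median of neutral control wells for no effect and mitoxantrone controls for full effect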
Statin myotox sup = suppressors of simvastatin-induced myotoxicity in C2C12 myotubes; ATP luminescence, 48 h; scaled: DMSO 0, geranylgeraniol control 100; rescue of ATP level, % at 7.49 µM; 330,000 tested, 0.78% active; AID 602340;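 active means mean ATP rescue above about 67%, or every replicate alone reaching that limit, limit read from the data, passing the limit was not always enough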;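 further: myotubes were challenged with 10 µM simvastatin during compound exposure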
GSIS activator = primary screen for activators of insulin secretion dependent on glucose, INS-1E cells, GLuc reporter luminescence | activation, % at 16.6 µM | 370,000 tested, 0.61% active | INS-1E GLuc reporter insulin secretion, 2-3 h;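 active means lowest replicate activation of at least 40%, so every replicate reaches that level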;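 further: 0% = median of neutral control wells and 100% = median of IBMX positive control wells; some compounds called inactive have numbers as strong as hits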
PGC1a acetyl inh = modulators of PGC1a acetylation | 350,000 tested, 0.17% active | U2OS PGC1a acetylation, AlphaScreen anti-acetyl-lysine; with virally co-expressed GCN5 acetyltransferase | inhibition, % at 15.6 µM;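 active means every replicate shows inhibition of at least 40%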;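 further: 0% = neutral control wells and 100% = positive control wells; some results beyond the cut were filed as inactive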
* = called active by the depositor; / = not tested or not shown.

SMILES	PglD DTNB	Cneo AK release	ARNT TACC3 PPI	LGR2 antag	PAX8 reporter	Statin myotox sup	GSIS activator	PGC1a acetyl inh
CN1CCC(=O)N([C@H](CSc2ccc(Br)cc2)Cc2ccccc2)CC1	7	1	31	-2	15	15	-17	-2
CC(=C/c1ccccc1)/C=C1/SC(N2CCOCC2)=NC1=O	-8	-1	11	/	-157	4	/	3
CC(C)Oc1ccc(S(=O)(=O)N2CCCCC2)cc1NC(=O)C1=NN(c2ccccc2)C(=O)CC1	-2	15	/	3	-7	-21	7	/
O=C(CCC(=O)Nc1ccccc1)NNC(=O)c1ccco1	-2	-1	2	-10	/	4	34	-16
c1ccc(-c2cc3nc(NCc4ccc5c(c4)OCO5)ccn3n2)cc1	2	-2	/	-64	-140	-3	8	1
CCOC(=O)c1c(C)[nH]c(N=Nc2ccccc2Cl)c1C	/	/	1	-55	-94	-6	9	-8
COc1cc2c(cc1CN1CCN(C(=O)c3cc(OC)c(OC)c(OC)c3)CC1)OCO2	-2	-1	2	-4	3	-2	23	/
C[C@@H]1CCCCO[C@@H](CN(C)Cc2ccccc2)[C@H](C)CN([C@H](C)CO)C(=O)c2cc(NS(=O)(=O)c3ccc(Cl)cc3)ccc2O1	1	6	7	6	56	/	-20	2
NC(=O)CSc1oc(-c2ccco2)nc1S(=O)(=O)c1ccccc1	2	0	1	-11	2	/	27	1
O=C(c1cc2ccccc2oc1=O)N(Cc1ccc2c(c1)OCO2)Cc1ccco1	/	-1	1	/	1	-6	/	4
CCCCC(=O)Nc1cc(C)c(NC(=O)c2cccs2)cn1	-2	-5	-2	-5	-11	26	6	2
CCOCCCNC(=O)/C(C#N)=C/c1ccc(-c2ccc(S(=O)(=O)N3CCOCC3)cc2)o1	-24	0	4	/	/	-4	/	3
Cc1ccc(C(C)C)c(OCC(=O)NNC2=CC(=O)CC(C)(C)C2)c1	-2	0	-17	35	5	/	-4	6
CC(C)OCCCNC(=O)C(=O)N/N=C/c1ccc(OCc2ccccc2)cc1	-7	-2	/	-2	9	/	11	-4
Cc1c(NC(=O)COc2cccc(Br)c2)c(=O)n(-c2ccccc2)n1C	-5	-1	21	0	18	7	-2	/
CC12CC3CC(C)(C1)CC(Nc1nc(N4CCOCC4)nc4ccccc14)(C3)C2	/	/	-4	10	19	/	-9	/
Cc1ccc(-c2cccc(C(=O)NCCc3ccccc3)n2)c2ccccc12	2	-2	0	/	-22	19	/	/
CC(=O)c1ccc(NC(=O)C2CC(=O)N(Cc3ccccc3)C2)cc1 (stereo unspecified)	1	-2	-12	-44	/	-3	5	-27
CC(NC(=O)c1ccco1)C(=O)N(C)Cc1ccc(C(F)(F)F)cc1 (stereo unspecified)	-4	0	-2	0	-16	3	-7	3
COc1ccc(NS(=O)(=O)c2ccc(Cl)c(N)c2)cc1Br	0	12	7	16	27	9	-9	4
CCc1ccc(CNC(=O)C2CCN(S(=O)(=O)N3CCC(C)CC3)CC2)cc1	1	-1	-4	-1	5	5	-15	-1
C[C@@H]1CN([C@H](C)CO)C(=O)c2cc(NC(=O)C3CC3)ccc2O[C@H]1CN(C)C(=O)Nc1ccc(C(F)(F)F)cc1	0	10	-3	2	/	-7	-11	0
CCOC(=O)/C=C/C(=O)Nc1ccc(S(=O)(=O)Nc2c(C)cc(C)cc2C)cc1	/	/	-13	17	2	/	-24	/
COc1ccc(CN(C)C[C@H]2Oc3ccc(NS(C)(=O)=O)cc3C(=O)N([C@H](C)CO)C[C@H]2C)cc1	4	3	-3	19	3	-8	-2	0
COc1ccc(Br)cc1C(=O)Nc1ccc(N2CCCC2)cc1	4	-1	-4	19	23	-10	19	24
Cc1ccc(S(=O)(=O)NCCCNC(=O)OCc2ccccc2)cc1	9	-4	-5	3	1	-2	-11	6
Cc1ccc(NC(=O)CSCC(=O)N=c2sccn2C)cc1	-1	3	0	-4	-3	-2	5	/
COc1ccc(N2CCN(c3ncnc4c3cnn4-c3ccc(C)cc3C)CC2)cc1	3	-3	-4	5	/	-6	2	-19
C[C@H](CO)N1C[C@H](C)[C@H](CN(C)Cc2ccc(C(=O)Nc3ccccc3N)cc2)Oc2c(NS(=O)(=O)c3ccc(F)cc3)cccc2C1=O	/	/	/	15	24	/	29	-1
CC(C)(C)NCC(O)COc1ccc(Br)cc1 (stereo unspecified)	-6	0	-16	/	-23	/	3	/
O=C(O)CC(O)C(=O)O (stereo unspecified)	3	-4	-8	/	/	-7	42	1
Cc1cccc(S(=O)(=O)N(C)C[C@H]2OCc3ccccc3-c3c(n(C)c4ccccc34)C(=O)N([C@@H](C)CO)C[C@@H]2C)c1	2	48	-9	-14	/	/	-14	-8
O=C(CSc1cccc2cccnc12)Nc1cccc(S(=O)(=O)N2CCOCC2)c1	/	/	26*	-1	16	/	4	-17
Nc1cccc2cc(S(=O)(=O)O)ccc12	-3	0	34	-3	30	3	3	3
Cc1[nH]n(C)c(=O)c1C(=O)c1c(-c2c(Cl)cccc2Cl)noc1C	1	0	3	20	14	/	-15	10
CCCCc1ccc(NC(=O)CC(C)=O)cc1	4	1	-5	/	/	-1	/	8
CCCC(=O)N1CCN(Cc2nc3cc([N+](=O)[O-])ccc3n2C)CC1	-3	62	2	8	7	-2	16	/
CCN(CC)CCN1C(=O)c2ccccc2NC1c1cccc(F)c1 (stereo unspecified)	7	0	-11	/	-5	3	14	-15
CN1OC[C@@H]2CN(S(=O)(=O)c3ccccc3)[C@H](c3ccc(N4CCCCC4)cc3)C[C@@H]21	-1	2	/	-3	-9	-5	19	4
O=Cc1s/c(=N\S(=O)(=O)c2ccccc2)n(CCCCl)c1Cl	/	/	3	72*	76*	/	6	/

With a hit mark in ARNT TACC3 PPI, among the entries above:
canonical_smiles,PglD DTNB,ARNT TACC3 PPI,LGR2 antag,GSIS activator,PGC1a acetyl inh
O=C(CSc1cccc2cccnc12)Nc1cccc(S(=O)(=O)N2CCOCC2)c1,/,26*,-1,4,-17

(next part)
SMILES	PglD DTNB	Cneo AK release	ARNT TACC3 PPI	LGR2 antag	PAX8 reporter	Statin myotox sup	GSIS activator	PGC1a acetyl inh
COC(C[C@H]1O[C@H]1[C@@H](O)COCc1ccccc1)OC	10	5	-4	-7	-15	0	6	/
O=C(c1ccccc1F)N1CCCC(c2ccccc2)C1 (stereo unspecified)	1	-2	1	/	67*	/	/	-10
O=C(CSc1nc(-c2ccccc2)nc2c1Cc1ccccc1O2)Nc1ccc(C(=O)O)cc1	/	/	-25	-10	20	/	-5	/
Cn1c(=O)n(C)c2cc([N+](=O)[O-])c(N3CCN(C(=O)c4ccc(F)cc4)CC3)cc21	/	/	7	-1	26	/	-5	/
C[C@@H]1CCCCO[C@H](CN(C)C(=O)Cc2ccccc2)[C@@H](C)CN([C@@H](C)CO)C(=O)c2cc(NS(=O)(=O)c3cccs3)ccc2O1	-3	-3	-8	3	-6	/	-28	2
Cc1[nH]c2ccccc2c1SCc1ccccc1	-1	-4	19	10	6	-13	/	/
Cc1nc(CN2CCN(C(=O)c3ccc(Br)cc3)CC2)cs1	2	-3	-5	/	/	/	/	-12
C[C@@H]1CN([C@H](C)CO)C(=O)c2c(c3ccccc3n2C)-c2ccccc2CO[C@H]1CN(C)C(=O)Nc1ccc(F)cc1	/	/	/	-2	21	13	-12	18
O=C(CSc1nnc(-c2ccco2)n1-c1ccccc1)NCc1ccco1	10	0	-5	/	10	4	/	9
COCC#Cc1ccc([C@H]2[C@@H](CO)N3CCCCN(C(=O)Nc4cc(F)ccc4F)C[C@@H]23)cc1	4	1	-4	-1	-3	9	-3	5
CN(C)C(=O)c1ccc(-c2ccccc2[C@@H]2[C@@H](C#N)N(C(=O)C3CCC3)[C@H]2CO)cc1	/	/	/	-3	-5	/	5	-18
Cc1cccc(OCC(=O)NCC(=O)N/N=C/c2ccc(O)cc2O)c1	/	/	1	-19	43	5	15	3
CC(C)C(=O)NC(NC1CCS(=O)(=O)C1)C(Cl)(Cl)Cl (stereo unspecified)	/	/	10	16	-4	/	3	/
CCCCC1(C)NC(=O)c2c(C)sc(C(=O)OCC)c2N1 (stereo unspecified)	-13	-1	-2	/	/	60	/	6
COc1ccc(OCCn2nnc(-c3ccc(Cl)cc3)n2)cc1	/	/	-5	-6	3	/	18	/
Cc1ccc2[nH]c(=O)c(-c3nc4cc(C)ccn4c3NCc3ccco3)cc2c1	-10	5	1	/	/	6	/	7
Cc1ccc(NC(=O)C(C)N2CCOCC2)c(C(=O)c2ccccc2)c1 (stereo unspecified)	4	1	-1	/	/	18	/	/
CCCCn1c(SCC(N)=O)nnc1-c1ccco1	/	/	7	-15	/	6	32	9
CCC(=O)N1CC(=O)N2[C@H](CO)[C@H](c3ccc(C#Cc4cccc(OC)c4)cc3)[C@@H]2C1	/	/	/	13	-22	/	-15	-12
Cn1c2c(c(=O)n(C)c1=O)C(c1cccc(F)c1)C(C#N)=C(N)O2 (stereo unspecified)	/	/	2	/	10	-6	/	81*
CC(O)Cn1ccccc1=N (stereo unspecified)	/	2	-12	/	/	-11	/	2
CC(=O)C1=C(C)NC(C)=C(C(C)=O)C1c1ccc(-c2ccccc2Cl)o1	-14	-2	5	/	/	7	/	-14
N#C/C(=C/c1cccnc1)c1ccccc1	-1	1	3	11	-36	-1	1	-6
O=C(Oc1cc(Cl)ccc1Cl)c1ccc(N2CCOCC2)c([N+](=O)[O-])c1	-4	1	4	-3	-16	/	-18	8
CC(=O)N1CCCc2cc(S(=O)(=O)N3CCCC(C(=O)Nc4cccc(C)c4)C3)ccc21 (stereo unspecified)	-2	11	1	5	19	1	-28	3
COC(=O)c1cc(Oc2ccc(C(=O)OC)cc2N)cc(C(=O)OC)c1	-1	-4	8	/	-7	3	/	-13
Cc1cc(C(=O)CSc2ncnc3ccccc23)c(C)n1C1CC1	2	1	1	3	-27	-9	-1	0
COc1ccc(/C=N/NC(=O)CC#N)cc1Oc1nc(Cl)ncc1F	1	0	-7	7	-5	-12	8	/
CN(C(=O)COC(=O)c1ccc(Cl)cc1N)C1CCS(=O)(=O)C1 (stereo unspecified)	-1	-1	-4	/	/	2	/	6
Cn1cc(Br)c(-c2cccc(NC(=O)CC(C)(C)CC(=O)O)c2)n1	/	/	-2	8	15	-7	21	8
CCc1cccc2c1NC(=O)C21OCCO1	1	-3	3	-1	32	12	6	-2
CCn1nc(C)cc1C(=O)N1CCCC(C(=O)c2ccc3ccccc3c2)C1 (stereo unspecified)	/	/	19	-5	19	-4	-23	-10
CC(=O)c1ccc(N2CCN(C(=O)/C=C/c3cccs3)CC2)cc1	/	/	-5	33	17	/	21	-19
COc1cc2c(cc1OC)C(COc1ccc3c(C)cc(=O)oc3c1)N(C(=O)c1ccco1)CC2 (stereo unspecified)	-2	-1	-4	/	14	-23	/	-2
CCOC(=O)N1CCN(S(=O)(=O)c2ccc(C(=O)Nc3sc4c(c3C(=O)OC)CCN(C)C4)cc2)CC1	0	-1	/	-20	17	5	-31	/
Cc1ccc(S(=O)(=O)Nc2ccc3c(c2)CC(=O)N([C@@H](C)CO)C[C@H](C)[C@H](CN(C)Cc2ccc4c(c2)OCO4)O3)cc1	-2	2	12	-22	-3	19	1	-9
COc1ccc(-c2c(C#N)c(N)nc3c2CCC3)cc1	/	/	-5	17	30	/	25	-3
O=C(O)CC(NC(=O)C1c2ccccc2Oc2ccccc21)c1ccc(OC2CCCC2)cc1 (stereo unspecified)	/	/	0	-14	121*	/	-10	12
